BRCA1 expr act – increases BRCA1 expression; Potency, µM (series often up to 46.1 µM), for the others: at the top dose activation, usual class: activators; MCF7-BRCA1-FFLuc reporter, luminescence, 48 h; response scale: scaled: vehicle 0%, 10 µM genistein 100%; 1.1% of 380,000 active; note: potency is the fitted concentration of half-maximal effect; nearly all actives have a fitted effect of over 80% in size; some results filed as inactive show a strong effect at the top dose
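48 h compound treatment of MCF7-BRCA1-FFLuc cells (phenol-red free MEM, 37 °C), then 15 min with luciferase substrate and luminescence imaging.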
ELG1 genotox – genotoxicity induction in ELG1-luciferase HEK293T cells | HEK293T ELG1-luciferase reporter, luminescence, 16 h | Potency, µM (series often up to 46 µM), inactives show at the highest dose activity change, positive = activation, usual class: activators | 1.3% of 330,000 active | AID 504466; note: potency is the fitted concentration of half-maximal effect; % of control where 0% means no effect; nearly all actives have a fitted effect of over 60% in size
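Genotoxic stress is detected as increased luminescence from luciferase-tagged ELG1 in HEK293T cells, measured with ONE-Glo after a 16 hr treatment at 37 °C.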
TRPV1 ag – agonists of human vanilloid receptor 1 (TRPV1); Q8NER1; TRPV1-expressing cells, Fluo-8 calcium influx, agonist mode; activation, % at 8.33 µM; 0.19% of 320,000 active; AID 540275; in the data active = activation above about 80%; inconclusive = between about 30% and that limit; note: 0% is about no effect
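TRPV1-expressing cells were cultured overnight at 35.5C and loaded with Fluo-8 calcium dye for 40 to 90 min at room temperature. After a 10 s baseline, compound was added and calcium influx was read kinetically for 3 min (ex 480/em 520 nm).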
Gal4-VP16 FLuc – inhibits Gal4-VP16 luciferase reporter, ROR gamma counter-screen | 3.5% of 310,000 active | Drosophila S2 Gal4-VP16 UAS-luciferase, luminescence, 20 h | Potency, µM (series often up to 53.6 µM), for inactives: top-dose activity, negative = inhibition, usual class: inhibitors;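 note: Gal4-VP16 expression switched on by copper sulfate through the metallothionein promoter; potency is the fitted concentration of half-maximal effect; % is set by controls: 0 for no effect and ±100 for the full control effect; nearly all actives have a fitted effect of over 50% in size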
Tb PFK block – blocks T. brucei phosphofructokinase; O15648; T. brucei PFK, ADP-Glo luminescence; Potency, µM (series often up to 57.5 µM), for the others: at the top dose activity, negative = inhibition, hits mostly inhibitors; 0.17% of 330,000 active; AID 485367;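 note: potency is the fitted concentration of half-maximal effect; 0% = uninhibited 1x PFK enzyme wells and -100% = no-enzyme wells; nearly all actives have a fitted effect of over 60% in size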
Target sequence (O15648 whole entry, looked up): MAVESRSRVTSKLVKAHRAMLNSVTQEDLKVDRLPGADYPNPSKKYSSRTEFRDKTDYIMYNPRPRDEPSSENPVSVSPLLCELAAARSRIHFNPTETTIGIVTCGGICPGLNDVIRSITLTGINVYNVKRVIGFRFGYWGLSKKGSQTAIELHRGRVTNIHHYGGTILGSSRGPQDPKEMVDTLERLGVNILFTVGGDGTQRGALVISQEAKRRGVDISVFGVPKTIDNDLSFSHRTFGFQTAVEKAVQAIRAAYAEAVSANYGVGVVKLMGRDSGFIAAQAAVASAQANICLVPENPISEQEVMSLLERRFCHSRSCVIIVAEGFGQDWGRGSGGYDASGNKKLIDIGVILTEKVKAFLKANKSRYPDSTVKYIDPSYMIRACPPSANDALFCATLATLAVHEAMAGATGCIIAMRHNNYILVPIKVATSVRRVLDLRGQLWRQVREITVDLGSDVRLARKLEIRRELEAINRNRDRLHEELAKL
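In TEA buffer at pH 8.0 with 5 mM MgCl2, enzyme (1.25 nM) converted F6P (0.5 mM) and ATP (0.1 mM) for 45 min at room temperature. ADP product was read by luciferase luminescence.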
ELG1 DNA repair – ELG1-dependent DNA repair inhibition. HEK293T ELG1-luciferase reporter, luminescence, 16 h; DNA damage induced by 5-fluorouridine. Potency, µM (series often up to 46.1 µM), inactives show at the top dose activity change, negative = inhibition, actives largely listed as inhibitors. 2.3% of 330,000 active. AID 504467; note: potency is the fitted concentration of half-maximal effect; % is set by controls: 0 for no effect and ±100 for the full control effect; nearly all actives have a fitted effect of over 55% in size
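5-Fluorouridine DNA damage + compound/DMSO, 2,000 cells/well, 16 h, 37 °C/5% CO2. ONE-Glo, 30 min RT, luminescence. Readout = decrease in reporter signal.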
p53 reactivator – restores transcriptional activity of mutant p53 | H1299 p53-A138V BP100-luciferase reporter, luminescence, 24 h | AID 504706 | 0.063% of 320,000 active | Potency, µM (top dose mostly 92.2 µM), for inactives: at the highest dose activity change, positive = activation, hits mostly activators; note: potency is the fitted concentration of half-maximal effect; % of control where 0% means no effect; nearly all actives have a fitted effect of over 45% in size
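p53-null H1299 cells stably carrying temperature-sensitive p53-A138V and a BP100-luciferase reporter were pinned with compounds (4-point, 1:5 series) and held 24 hrs at 37 deg C. Luminescence was read 10 min after detection reagent.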
NPC1 prom act – activators of NPC1 promoter; AID 485313; Huh7 NPC1 promoter luciferase reporter, 24 h; 2.4% of 320,000 active; Potency, µM (series often up to 9.22 µM), for the others: at the top dose activation, actives largely listed as activators;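 note: potency is the fitted concentration of half-maximal effect; % of control where 0% means no effect; nearly all actives have a fitted effect of over 60% in size; reporter is driven by a mutant NPC1 promoter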
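Luciferase expression driven by the NPC1 promoter was measured in stably transfected Huh7 cells after a 24 h compound incubation, using a luciferase reagent and a luminescence read.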
RORgamma inh – blocks mouse ROR gamma transcriptional activity; Potency, µM (highest dose often 53.6 µM), without a hit: at the highest dose activity change, negative = inhibition, usual class: inhibitors; AID 2551; P51450; 5.4% of 310,000 active; Drosophila S2 Gal4-RORgamma UAS-luciferase reporter, 20 h; note: potency is the fitted concentration of half-maximal effect; % is set by controls: 0 for no effect and ±100 for the full control effect; nearly all actives have a fitted effect of over 60% in size
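In this cell-based reporter format, copper sulfate (700 uM final) drives Gal4–ROR gamma fusion expression from a metallothionein promoter in Drosophila Schneider cells; compounds preincubated 1 hr, reporter read after 20 hr at ambient temperature.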
FLuc modulator – inhibits or activates purified firefly luciferase, miR-21 counter-screen; 6.9% of 360,000 active; purified FLuc, Km substrates, luminescence inhibition; Potency, µM (series often up to 57.5 µM), for inactives: at the highest dose activity change, negative = inhibition, most hits filed as inhibitors; P08659;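 note: potency is the fitted concentration of half-maximal effect; plate controls were vehicle for no effect and reference inhibitor for full effect; nearly all actives have a fitted effect of over 55% in size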
Target sequence (P08659 whole entry, looked up): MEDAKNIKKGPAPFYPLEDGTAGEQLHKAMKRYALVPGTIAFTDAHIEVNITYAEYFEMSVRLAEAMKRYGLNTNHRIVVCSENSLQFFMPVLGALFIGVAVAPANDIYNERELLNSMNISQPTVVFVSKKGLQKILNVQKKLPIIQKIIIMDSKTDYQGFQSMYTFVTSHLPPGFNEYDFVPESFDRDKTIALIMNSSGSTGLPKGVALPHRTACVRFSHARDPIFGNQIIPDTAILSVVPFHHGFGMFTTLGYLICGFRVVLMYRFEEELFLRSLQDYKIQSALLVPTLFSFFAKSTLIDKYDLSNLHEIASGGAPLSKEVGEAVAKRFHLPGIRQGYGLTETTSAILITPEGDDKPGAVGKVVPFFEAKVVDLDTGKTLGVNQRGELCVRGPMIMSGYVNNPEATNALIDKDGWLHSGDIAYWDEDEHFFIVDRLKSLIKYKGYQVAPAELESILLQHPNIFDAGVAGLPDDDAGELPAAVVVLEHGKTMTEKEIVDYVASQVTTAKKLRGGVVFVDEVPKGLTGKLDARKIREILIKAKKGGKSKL
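Purified P. pyralis luciferase, 10 nM final, with Km-level 10 uM D-luciferin and 10 uM ATP in 50 mM Tris acetate pH 7.5, 10 mM Mg acetate, 0.01% Tween-20, 0.05% BSA; 6-point qHTS titration about 60 µM downward; luminescence read.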
Rab9 promoter act – activators of Rab9 promoter; Potency, µM (series often up to 9.22 µM), inactives show top-dose activation, negative = inhibition, most hits filed as activators; 2.8% of 320,000 active; Huh7 Rab9 promoter-luciferase reporter, luminescence, 24 h; AID 485297; note: potency is the fitted concentration of half-maximal effect; % of control where 0% means no effect; nearly all actives have a fitted effect of over 60% in size
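Cell-based reporter: Huh7 stable for Rab9 promoter-driven luciferase, plated in reduced-serum medium with 10% FBS at 1500 cells/well, compound-treated 24 h at 37 °C, luminescence read after 10 min reagent.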
Starred values were filed as active, the others as inactive; ? = inconclusive; / = not tested or not shown. Unless noted, calls come from the whole dose curve; as a rule, active = well fitted curve in the direction sought with a large enough effect; inconclusive = small, poorly fitted or top-dose-only effect, or another doubt; inactive = no such curve, though single readings can be large; an effect the other way counts as inactive or inconclusive. Random draw from the library (roughly 15% active in at least one column).

SMILES	BRCA1 expr act	ELG1 genotox	TRPV1 ag	Gal4-VP16 FLuc	Tb PFK block	ELG1 DNA repair	p53 reactivator	NPC1 prom act	RORgamma inh	FLuc modulator	Rab9 promoter act
COc1cc(NC(=O)C(C)N2CCN(C(=O)C3CC3)CC2)cc(OC)c1 (centres undefined)	-2.3%	-0.8%	-1.1	/	-0.1%	1.4%	6.2%	0.3%	/	-0.3%	2.9%
N#Cc1nc(-c2ccco2)oc1N1CCN(c2cccc(Cl)c2)CC1	11.1%	-1.5%	10.8	-9.1%	-8.4%	-11.8%	1.8%	-2.1%	?	-0.8%	-7.4%
COCCN(C(=O)CC1C(=O)NCCN1Cc1ccc(-c2ccccc2)cc1)C(C)C (centres undefined)	-4.4%	-1.3%	-0.3	-1.7%	-0.9%	8.6%	-4.9%	-2.6%	-10.7%	2.9%	-14.6%
O=C(COc1ccc(S(=O)(=O)N2CCCC2)cc1)N1CCN(c2ccccc2F)CC1	-29.4%	-14.8%	3.3	-4.7%	-7.5%	?	-3.6%	-3.9%	?	1.3%	1.8%
CCCc1cc(=O)oc2cc(C)cc(OCC(=O)NCc3ccncc3)c12	-19.0%	-4.4%	-3.1	-2.3%	-0.2%	0.8%	-8.2%	-0.5%	-4.9%	3.9%	0.2%
CC(=O)c1sc2nc(C)cc(C)c2c1N	7.2%	-2.2%	-2.6	-14.2%	-2.5%	-3.7%	-7.7%	0.2%	10.1%	-14.7%	1.4%
COCCN1CCN(C(=O)C2CCC(=O)N(CCCc3ccccc3)C2)CC1 (centres undefined)	-6.7%	-2.8%	-1.9	-0.9%	0.3%	26.7%	4.4%	-1.9%	-27.5%	-4.4%	2.1%
C/C(=N/OC(=O)c1ccc(C(F)(F)F)cc1)c1oc(C)nc1C	21.5%	2.4%	10.0	-3.3%	2.2%	21.3%	0.2%	0.2%	11.1%	12µM*	2.7%
O=C(CSc1nnc(-c2cccs2)n1CC1CCCO1)c1cc2ccccc2o1 (centres undefined)	-22.9%	-4.5%	1.9	17.2%	1.7%	-2.2%	-14.7%	0.7%	34.5%	2.4%	-0.7%
Cc1ccc(-c2noc(CCC(=O)NCC3CCCO3)n2)cc1 (centres undefined)	-0.9%	-1.3%	-1.0	-5.9%	0.5%	1.0%	8.4%	-1.0%	-3.3%	-12.8%	2.0%
COC(=O)[C@@]12CCCCN1[C@H](c1ccc(-c3cc(C(C)=O)cs3)cc1)[C@H]1C(=O)N(C)C(=O)[C@H]12	0.0%	-9.1%	-1.7	/	0.0%	?	-16.6%	-7.9%	/	-0.6%	-7.7%
COc1cc2ccccc2cc1C(=O)NC1CCCCC1	?	12.9%	21.6	/	-5.2%	?	?	27.4%	/	12µM*	?
CC1(C)CC(C(=O)Nc2nccs2)CCO1 (centres undefined)	20.9%	-0.7%	-1.1	0.1%	4.4%	0.7%	-0.8%	-3.2%	-0.1%	2.5%	-1.1%
COc1ccccc1-c1sc2ccccc2c1-c1ccc(O)cc1	11.8%	0.0%	/	/	-1.2%	-0.6%	-1.4%	/	/	/	/
O=C(COC(=O)C1CCN(S(=O)(=O)c2ccccc2)CC1)NC(=O)c1ccc(OC(F)F)cc1	3.3%	0.2%	-1.0	-7.7%	-1.5%	13.8%	0.9%	-2.3%	-17.0%	3.5%	-5.2%
COc1ccc2[nH]c(CN3CCC(CO)(CCOc4ccccc4)CC3)c(C)c2c1	-48.6%	9.0%	0.6	-5.5%	5.6%	?	-0.1%	-2.6%	-11.4%	0.2%	-7.0%
COc1ccccc1OC(C)C(=O)N(Cc1ccco1)C1CCS(=O)(=O)C1 (centres undefined)	-15.4%	6.4%	0.6	-2.4%	-3.3%	-6.0%	/	1.7%	-9.8%	-1.3%	-2.6%
O=C1C2=C(CCCC2)C(=O)N1CNc1ccccc1	-3.0%	-0.8%	7.4	5.1%	-4.2%	3.7%	-1.1%	-2.7%	-6.8%	0.6%	-6.4%
CC(C)(C)NC(=O)CSc1nc(N)c(-c2ccccc2)c(=O)[nH]1	0.0%	0.7%	-1.4	3.0%	-0.1%	9.1%	3.9%	-2.3%	16.4%	2.1%	-10.9%
O=C(COc1ccccc1Cl)Nc1ccccc1C(=O)N1CCOCC1	55.8%	11.6%	2.2	/	0.0%	?	/	0.3%	/	-9.7%	16.3%
O=C(CCN1N=C(c2ccccc2)CCC1=O)NCC1CCCO1 (centres undefined)	17.9%	1.2%	-0.3	-13.4%	-0.2%	6.0%	4.9%	0.9%	-4.6%	3.2%	8.8%
S=C(NCC1CCCCC1)Nc1ccc(Oc2ccccc2)cc1	-70.2%	-1.9%	?	5.01µM*	-1.1%	3.2%	8.0%	-0.2%	2.82µM*	1.1%	-4.8%
O=C1c2ccsc2SCCN1Cc1ccccc1Cl	-2.2%	/	7.9	23.9%	/	/	/	/	-1.9%	?	/
Cn1c(Cc2ccc3c(c2)OCO3)nnc1SCC(=O)NC(C)(C)C	-0.9%	-0.1%	-1.9	6.6%	-7.2%	-9.6%	2.0%	-5.1%	6.2%	0.2%	-5.2%
O=C(Nc1ccc(Cl)cc1Cl)C1CCCO1 (centres undefined)	32.5%	9.9%	4.8	7.5%	3.4%	23.8%	/	9.9%	7.6%	-3.3%	0.7%

Reprinted at random: 2 compounds from above, in no set order.
SMILES	BRCA1 expr act	ELG1 genotox	TRPV1 ag	Gal4-VP16 FLuc	Tb PFK block	ELG1 DNA repair	p53 reactivator	NPC1 prom act	RORgamma inh	FLuc modulator	Rab9 promoter act
CCCc1cc(=O)oc2cc(C)cc(OCC(=O)NCc3ccncc3)c12	-19.0%	-4.4%	-3.1	-2.3%	-0.2%	0.8%	-8.2%	-0.5%	-4.9%	3.9%	0.2%
N#Cc1nc(-c2ccco2)oc1N1CCN(c2cccc(Cl)c2)CC1	11.1%	-1.5%	10.8	-9.1%	-8.4%	-11.8%	1.8%	-2.1%	?	-0.8%	-7.4%

More entries follow:
SMILES	BRCA1 expr act	ELG1 genotox	TRPV1 ag	Gal4-VP16 FLuc	Tb PFK block	ELG1 DNA repair	p53 reactivator	NPC1 prom act	RORgamma inh	FLuc modulator	Rab9 promoter act
COc1ccc2c(c1)c(CC(=O)OCC(=O)O)c(C)n2C(=O)c1ccc(Cl)cc1	-13.3%	3.1%	2.7	1.5%	-1.9%	9.7%	-3.0%	-0.1%	6.3%	?	10.3%
CCCOc1ccc(CNC(=O)C2CCN(C(=O)N3CCOc4ccccc43)CC2)cc1	-8.7%	-2.9%	-0.3	7.6%	-4.3%	?	/	-1.4%	10.8%	-2.1%	-0.6%
COc1ccc(-c2nnn(CC(=O)NCc3ccccc3)n2)cc1OC	-25.5%	-2.2%	4.4	5.7%	-3.8%	-19.4%	-6.0%	-4.4%	-3.8%	5.3%	-2.7%
O=C(CSc1nc2ncc(Cl)cc2[nH]1)N1CCOCC1	-4.8%	3.3%	/	/	-2.8%	9.5%	5.4%	/	/	/	/
CC(=O)OCC1(C)CN(c2ccccc2)N(C(=O)c2ccc(F)cc2)C1=O (centres undefined)	-61.2%	0.2%	2.0	?	1.9%	3.9%	21.9%	4.7%	?	-2.1%	0.8%
Cc1cc(C)c2nc(N3CCCC(C(=O)NCCN4CCOCC4)C3)sc2c1 (centres undefined)	2.82µM*	?	6.7	1.7%	-0.8%	?	?	?	3.8%	13.5µM*	9.4%
CCC1Oc2ccc(C)cc2N(CC(=O)N(Cc2ccc(C)o2)C2CC(C)(C)NC(C)(C)C2)C1=O (centres undefined)	-38.8%	1.4%	-2.3	-3.4%	1.3%	-10.7%	11.5%	-3.2%	?	3.3%	-0.8%
C=CCN(Cc1cccs1)C(=O)COc1ccc2c(c1)OCO2	69.1%	7.9%	/	/	1.9%	?	12.3%	/	/	/	/
N#Cc1nn(-c2ccccc2)nc1N1CCCCC1	16.5%	?	8.0	15.6%	-2.5%	?	29.7%	2.0%	28.9%	?	1.9%
CC(=O)Oc1ccc2c3c(c(=O)oc2c1C)CCCC3	9.3%	-5.8%	6.4	7.0%	-2.1%	2.5%	3.0%	1.8%	-2.6%	?	-0.6%
N#Cc1cnn2ccn(C3OC(CO)C(O)C3O)c12 (centres undefined)	-8.3%	-2.1%	-1.6	-1.3%	3.7%	-6.5%	-4.9%	-3.3%	-28.7%	-2.2%	-7.5%
CC(C)N(C(=O)NC(=O)Nc1ccc(S(=O)(=O)N2CCCC2)cc1)S(C)(=O)=O	-22.1%	-3.7%	2.6	0.0%	-0.8%	-6.1%	2.5%	-0.8%	28.2%	0.8%	-5.4%
COc1ccccc1CC(NC(C)=O)C(=O)NC1CCN(C(=O)Nc2ccccc2C)CC1 (centres undefined)	0.5%	-0.9%	-2.6	-1.6%	1.5%	-1.4%	-1.3%	-6.0%	5.7%	0.3%	2.9%
COc1ccc(Cl)cc1C(=O)Nc1ccncc1	0.5%	-4.3%	3.1	-1.9%	-1.9%	-5.4%	-12.1%	-5.4%	29.8%	-19.1%	7.0%

Screens as filed in PubChem BioAssay.
